Compound activity (PubChem)
TNF necrop inh: inhibitors of TNF-alpha triggered necroptosis, primary screen, cell-based, Jurkat FADD-/-, single concentration | Jurkat FADD-/- TNF necroptosis rescue, ATP luminescence, 24 h; 0 = TNF only, 100 = no-TNF cells | activation (protection from cell death), % at 10 µM | actives 0.068% (n = 220,000);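 active = activation, meaning protection from cell death, of at least 50% relative to plate controls; inactive = activation below 50%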;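 note: necroptosis triggered by 40 ng/mL TNF-alpha added together with compound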
m-calpain inh: inhibitors of pig calpain II, primary screen, biochemical, fluorogenic peptide substrate, 1536-well; purified calpain II, 30 min; inhibition, % at 16 µM; actives 0.37% (n = 220,000); AID 1236, 2008;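 active = inhibition above about 50%, limit read from the data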
EBV gp42 inh: Epstein-Barr virus gp42 inhibitors, primary screen, biochemical, uHTS, fluorescence polarization; Glycoprotein 42 (Epstein-Barr virus (strain AG876)), Q1HVG2; Fluorescence polarization binding assay, mP read-out; inhibition, % (tested at 21.74 µM); actives 0.42% (n = 220,000); in the data active = inhibition above about 50%
Target sequence (Q1HVG2 whole entry, looked up): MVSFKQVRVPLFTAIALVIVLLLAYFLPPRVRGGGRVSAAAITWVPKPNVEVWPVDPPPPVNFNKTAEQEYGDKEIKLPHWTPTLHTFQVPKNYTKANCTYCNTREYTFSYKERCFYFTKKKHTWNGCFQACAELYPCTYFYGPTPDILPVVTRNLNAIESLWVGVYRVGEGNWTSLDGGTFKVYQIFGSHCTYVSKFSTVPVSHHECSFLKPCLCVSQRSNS
Mdm2 ligase inh: MDM2-luciferase reporter signal enhancers, primary screen, MDM2 E3 ligase inhibitor project, cell-based, luminescence, 1536-well; E3 ubiquitin-protein ligase Mdm2 (Homo sapiens), Q00987; cell-based MDM2 ubiquitination luciferase reporter, 2 h; 0 = plate control, 100 = twice control, blank-subtracted; signal enhancement, % at 5 µM; actives 0.11% (n = 210,000); AID 1230, 2008;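 active = signal enhancement of 30% or more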;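 note: luminescence tracks abundance of the self-degrading MDM2-luciferase fusion protein; higher signal means inhibition of MDM2 E3 ligase activity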
Target sequence (Q00987 whole entry, looked up, the tested form may be a part): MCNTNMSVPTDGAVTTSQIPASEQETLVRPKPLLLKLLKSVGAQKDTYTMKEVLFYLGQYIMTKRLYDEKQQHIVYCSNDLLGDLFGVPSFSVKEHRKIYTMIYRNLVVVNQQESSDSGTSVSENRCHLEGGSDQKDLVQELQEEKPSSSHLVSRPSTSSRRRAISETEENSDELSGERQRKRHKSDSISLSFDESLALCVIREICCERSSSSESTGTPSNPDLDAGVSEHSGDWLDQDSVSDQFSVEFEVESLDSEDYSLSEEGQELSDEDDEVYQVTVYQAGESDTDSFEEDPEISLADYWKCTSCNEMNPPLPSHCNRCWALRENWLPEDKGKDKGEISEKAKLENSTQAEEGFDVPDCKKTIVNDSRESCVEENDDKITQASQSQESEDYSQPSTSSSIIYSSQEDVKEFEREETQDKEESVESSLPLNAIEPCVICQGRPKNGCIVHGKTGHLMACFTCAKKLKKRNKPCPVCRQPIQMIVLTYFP
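Test system: stable mammalian line carrying autodegrading MDM2–luciferase fusion reporter; quantity: 2000 cells in each well; times: 4 h cell settling then 2 h compound exposure, 37 °C; detection: luminescence with SteadyLite reagent, 15 min at room temperature; evaluation: percent signal gain over controls, blank-subtracted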
KCC2 mod: KCC2 cotransporter modulators, thallium flux, primary screen, cell-based, HEK293 KCC2, FluoZin-2 fluorescence, MLSMR; KCC2 cells, thallium flux FluoZin-2 fluorescence; B-score of Tl+ flux slope (higher = more flux/activation; lower = inhibition) at 10 µM; actives 2.2% (n = 190,000);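 active = thallium flux slope and its plate-corrected score both differing from the plate sample mean at a set confidence after two filtering rounds, in either direction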;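 note: slope of fluorescence scaled to starting intensity during 10 to 20 s after thallium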
Rad51 HR inh: human RAD51 strand exchange inhibitors, primary screen, biochemical, fluorescence; DNA repair protein RAD51 homolog 1 (Homo sapiens), Q06609; hRad51 DNA strand exchange, fluorescence dequenching; inhibition, % at 10 µM; actives 0.085% (n = 200,000);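 active = inhibition above 40% at the single screening dose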;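 note: 0% = DMSO control wells and 100% = blanks with heterologous ssDNA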
Target sequence (Q06609 whole entry, looked up): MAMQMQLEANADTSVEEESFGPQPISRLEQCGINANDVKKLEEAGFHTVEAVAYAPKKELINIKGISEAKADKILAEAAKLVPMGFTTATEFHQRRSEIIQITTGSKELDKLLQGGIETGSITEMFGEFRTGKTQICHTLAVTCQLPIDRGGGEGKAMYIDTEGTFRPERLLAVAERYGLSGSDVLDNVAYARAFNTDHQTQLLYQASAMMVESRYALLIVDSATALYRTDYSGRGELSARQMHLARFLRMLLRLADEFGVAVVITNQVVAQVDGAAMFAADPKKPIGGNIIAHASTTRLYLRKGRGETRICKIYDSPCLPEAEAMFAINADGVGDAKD
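Assay system: Human Rad51 nucleoprotein filaments preassembled on unlabelled ssDNA | Reagent: Donor/quencher-labelled 47-bp dsDNA substrate | Doses: One concentration, 10 µM final | Times: 37 °C 15-min filament assembly, 30-min compound preincubation, 15-min exchange | Technique: Fluorescein emission 520 nm, excitation 485 nm | Benchmarks: Plate control and blank wells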
eIF4E-4G inh: eIF4E–eIF4G protein interaction inhibitors, primary screen, biochemical, uHTS, TR-FRET, eIF4GI fragment | inhibition, % at 21.7 µM | AID 782, 2007 | TR-FRET eIF4E-eIF4GI(517-606) binding, 2 h | Eukaryotic translation initiation factor 4E (Mus musculus) + Eukaryotic translation … | actives 0.37% (n = 220,000);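 active = inhibition above about 30%, limit read from the data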;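 note: 0% = full FRET control wells and 100% = background wells lacking eIF4GI fragment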
L929 necroptosis: inhibitors of zVAD-triggered necroptosis, primary screen, L929 cells; AID 1377, 2008; viability rescue, % at 10 µM; actives 0.38% (n = 220,000); L929 zVAD necroptosis rescue, ATP luminescence, 24 h; with zVAD 60 µM;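 active = activation, scaled between plate controls, above about 75%, limit read from the data; inactive = activation under that limit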;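 note: 0% = zVAD with DMSO and 100% = DMSO alone without zVAD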
PERK inh: block of dimerizer-induced PERK translation repression, primary screen, PERK inhibitor project, CHO PERK-DD cells, SEAP luminescence, HTS. Eukaryotic translation initiation factor 2-alpha kinase 3 (Homo sapiens), Q9NZJ5. CHO PERK-DD fusion, SEAP luminescence translation reporter. inhibition, % at 5.6 µM. actives 0.17% (n = 220,000). AID 1416, 2008;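 active = inhibition above the mean inhibition of all tested compounds plus 3 SD, set separately per screening campaign, cut at about 2.9% in these data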;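 note: PERK kinase domain activated by AP20187 dimerizer at 100 nM; 0% = DMSO with dimerizer and 100% = rapamycin at 8.4 µM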
* marks the source's active call; other numbers are inactive results; i = inactive; . = not tested or not shown; [ ] = remark or other dose.

Values run as follows: TNF necrop inh	m-calpain inh	EBV gp42 inh	Mdm2 ligase inh	KCC2 mod	Rad51 HR inh	eIF4E-4G inh	L929 necroptosis	PERK inh
- CC(=O)/C(N=Nc1cccc(C(F)(F)F)c1)=C(\C)O
 : -0.2	6	1	-11	0.038	-8	1	1.4	0.4
- CC1(C)Cc2c(sc(NC(=O)C3CC(Cl)=CCC3C(=O)O)c2C#N)CO1 (stereo unspecified)
 : -0.8	-15	-9	-6	.	-6	-4	1.0	0.1
- CCn1nc(C(C)C(=O)O)c2ccccc2c1=O (stereo unspecified)
 : 1.3	-16	-11	2	-0.35	-1	-1	0.3	0.4
- CC1CN(C(=O)Cc2ccc(-c3ccccc3)cc2)CC(C)O1 (stereo unspecified)
 : -1.9	2	-6	-1	-1.1	.	-1[fluorescence artefact?]	0.8	-0.6
- CC(C)C(C(=O)Nc1ccc(N2CCOCC2)cc1)N1C(=O)c2ccccc2C1=O (stereo unspecified)
 : -0.6	-15	0	-5	1.9	-2	-2[fluorescence artefact?]	-0.5	0.3
- O=C(/C=C/c1ccc(Cl)cc1)NC(=S)Nc1ccc(NC(=O)c2ccco2)cc1
 : 5.3	14	-26	14	0.68	7	0	0.9	0.0
- C[C@]12CC[C@@H]3c4ccc(O)cc4CC[C@H]3[C@@H]1CCC2=O
 : -0.4	9	-14	.	-0.45	-10	4	4.3	1.5
- Cc1c(CN(C)C(=O)/C=C/c2ccc([N+](=O)[O-])cc2)cnn1C
 : 1.1	-12	1	-10	0.5	-1	8	-0.1	1.1
- COc1ccc(CCN2C(=O)CC(NNC(=O)c3ccccc3Br)C2=O)cc1OC (stereo unspecified)
 : 0.8	21	-5	-6	0.76	-13	3	0.3	-0.4
- NCC(=O)c1cccc2ccc[n+]([O-])c12
 : 0.5	2	-8	-22	1.3	0	-2	-0.4	-0.1

The results go on:
Values run as follows: TNF necrop inh	m-calpain inh	EBV gp42 inh	Mdm2 ligase inh	KCC2 mod	Rad51 HR inh	eIF4E-4G inh	L929 necroptosis	PERK inh
- CN1CCN(CC(O)c2ccccc2)CC1 (stereo unspecified)
 : -0.6	-75	8	-9	0.77	-1	2[fluorescence artefact?]	0.5	2.3
- O=C(CN1CCN(c2nc(-c3ccc(F)cc3)cs2)CC1)Nc1ccc2c(c1)OCO2
 : 0.4	-56	-9	-4	0.64	.	-6	0.5	-0.3
- O=c1cnnc(N/N=C/c2cccs2)[nH]1
 : 0.6	11	-22	-6	-0.069	-25	-4	0.3	4.0*
- COc1ccc(C(=O)NCCc2cn3ccc(C)cc3n2)cc1
 : 1.3	4	-9	-4	.	7	2	1.0	-0.8
- COC(=O)c1ccc(Sc2ccc(F)cc2)c(N)c1
 : 1.7	-58	-7	-10	-1	.	1	-0.3	0.2
- O=C(O)c1ccc(-c2nc3ccccc3[nH]2)cc1
 : 0.1	i	-15	-5	0.036	-1	-2	0.7	1.1
- O=C(Cn1cnc2c(nnn2Cc2ccc(Cl)cc2)c1=O)NCc1ccco1
 : 0.3	-1	-11	-11	-2.8	4	2	-0.2	-1.3
- NC(=O)CS(=O)(=O)c1nc2ccccc2n1CC(=O)N1CCCCC1
 : -1.9	-42	-9	-5	.	10	-13	-0.6	0.1
- CC1Oc2ccccc2N(CC(=O)NCCc2ccccc2)C1=O (stereo unspecified)
 : -0.4	1	-11	-7	1.2	3	2	-0.2	0.3
- CC1(C)CC(CC(=O)Nc2ccccc2[N+](=O)[O-])C(=O)O1 (stereo unspecified)
 : 2.6	28	-4	.	0.073	.	3	0.1	-0.4

An excerpt of these results, with each value named:
SMILES: CC(=O)/C(N=Nc1cccc(C(F)(F)F)c1)=C(\C)O
  TNF necrop inh: -0.2
  m-calpain inh: 6
  EBV gp42 inh: 1
  Mdm2 ligase inh: -11
  KCC2 mod: 0.038
  Rad51 HR inh: -8
  eIF4E-4G inh: 1
  L929 necroptosis: 1.4
  PERK inh: 0.4

SMILES: CC1(C)Cc2c(sc(NC(=O)C3CC(Cl)=CCC3C(=O)O)c2C#N)CO1 (stereo unspecified)
  TNF necrop inh: -0.8
  m-calpain inh: -15
  EBV gp42 inh: -9
  Mdm2 ligase inh: -6
  KCC2 mod: .
  Rad51 HR inh: -6
  eIF4E-4G inh: -4
  L929 necroptosis: 1.0
  PERK inh: 0.1

SMILES: CCn1nc(C(C)C(=O)O)c2ccccc2c1=O (stereo unspecified)
  TNF necrop inh: 1.3
  m-calpain inh: -16
  EBV gp42 inh: -11
  Mdm2 ligase inh: 2
  KCC2 mod: -0.35
  Rad51 HR inh: -1
  eIF4E-4G inh: -1
  L929 necroptosis: 0.3
  PERK inh: 0.4

SMILES: CC1CN(C(=O)Cc2ccc(-c3ccccc3)cc2)CC(C)O1 (stereo unspecified)
  TNF necrop inh: -1.9
  m-calpain inh: 2
  EBV gp42 inh: -6
  Mdm2 ligase inh: -1
  KCC2 mod: -1.1
  Rad51 HR inh: .
  eIF4E-4G inh: -1[fluorescence artefact?]
  L929 necroptosis: 0.8
  PERK inh: -0.6

Following part:
Values run as follows: TNF necrop inh	m-calpain inh	EBV gp42 inh	Mdm2 ligase inh	KCC2 mod	Rad51 HR inh	eIF4E-4G inh	L929 necroptosis	PERK inh
- C=CCN1C(=O)C(C)S/C1=N\S(=O)(=O)c1ccc(Cl)cc1 (stereo unspecified)
 : 0.9	17	-5	-6	0.96	5	-12	0.2	-1.0
- Cc1cccc(-n2c(CCn3nc(C)c([N+](=O)[O-])c3C)n[nH]c2=S)c1
 : -0.9	-52	1	-1	-0.85	4	2[fluorescence artefact?]	-0.2	1.0
- CCOC(=O)Nc1ccc2nc(N3CCCCCC3)sc2c1
 : -12	6	2	.	-0.3	.	-7	-1.0	0.6
- COc1nc(C)ccc1-c1noc(-c2cccs2)n1
 : -3.8	-19	-9	-30	-1.6	0	-3	-0.5	-1.0
- CC(C)=NN1C(c2nonc2N)=NOC1(C)C
 : 3.0	-19	-9	-11	-0.89	21	5	0.6	1.1
- CCC1CCCCN1C(=O)CSc1nc(N)c(NC(=O)c2ccco2)c(=O)[nH]1 (stereo unspecified)
 : 1.7	3	0	-8	1.2	0	-1[fluorescence artefact?]	0.1	2.3
- CCn1c(SCC(=O)Nc2ccc3[nH]c(=O)[nH]c3c2)nnc1-c1ccccc1
 : 2.1	-26	-15	.	0.2	1	-2	-0.6	1.7
- COc1ccc(C(C(=O)NC2CCCCC2)N(C(=O)CCl)c2ccc(OC)cc2)cc1 (stereo unspecified)
 : -11	24	-2	-21	0.33	-3	4	0.8	-0.7
- COC(=O)Cc1c(C)c2ccc(OCC(=O)N3CCOCC3)cc2oc1=O
 : -1.3	-474	-5	10	0.0029	0	1	-0.1	0.1
- Cn1c(SCC(=O)N/N=C/C=C/c2ccccc2[N+](=O)[O-])nc2ccccc21
 : -1.0	13	-4	-10	-0.45	-3	3	1.0	0.2

The list continues.
Values run as follows: TNF necrop inh	m-calpain inh	EBV gp42 inh	Mdm2 ligase inh	KCC2 mod	Rad51 HR inh	eIF4E-4G inh	L929 necroptosis	PERK inh
- COc1ccccc1/C=N/NC(=O)C(C)Cn1cnc2ccccc21 (stereo unspecified)
 : 1.9	15	-21	-11	-0.0037	-1	-3	0.3	0.0
- COc1ccc(OCCNc2c([N+](=O)[O-])c(=O)oc3ccccc23)cc1
 : -2.1	24	-4	-17	-0.19	0	1	-0.1	0.8
- Cc1cc2ncn(N)c2cc1C
 : -0.8	-35	-1	-15	0.0012	0	-1	0.1	0.7
- COc1ccc(CN(CCCN2CCOCC2)C(=O)Nc2ccccc2)cc1OC
 : 0.0	-8	-18	-17	.	-2	-1[fluorescence artefact?]	0.0	-0.1
- NC1=NC[C@H](c2ccccc2)N1CCCCC1CCCCC1
 : -1.4	3	-6	6	0.66	-4	4	-1.1	.
- Cc1ccccc1CSc1nnc(-c2ccco2)n1Cc1ccco1
 : -1.4	1	15	-7	.	-8	0	-0.4	-0.4
- CC(NC(=O)c1sc2cc([N+](=O)[O-])ccc2c1Cl)C(C)(C)C (stereo unspecified)
 : -1.6	-10	-33	-24	0.89	-3	-4[fluorescence artefact?]	0.4	1.1
- O=C(Cc1ccccc1)NCC1COc2ccccc2O1 (stereo unspecified)
 : 1.3	.	.	.	1.4	9	.	-0.4	0.1
- O=c1c(C(c2ccccc2)c2c(O)nc3n(c2=O)CCCS3)c(O)nc2n1CCCS2
 : -0.4	-13	-14	-18	0.88	-1	7[fluorescence artefact?]	0.7	1.1
- O=C(CCc1nnc(CCCCc2ccccc2)o1)NCCc1cccnc1
 : -0.5	-14	-4	-7	.	22	0	-1.1	-0.1

New compounds follow
Values run as follows: TNF necrop inh	m-calpain inh	EBV gp42 inh	Mdm2 ligase inh	KCC2 mod	Rad51 HR inh	eIF4E-4G inh	L929 necroptosis	PERK inh
- COc1ccc(-c2nc3cnccn3c2NC(C)(C)CC(C)(C)C)cc1O
 : -5.2	i	4	-11	-0.48	11	2	0.1	1.0
- CCOC(=O)c1[nH]c2ccc(F)cc2c1N=C(C)N(CC)CC
 : -1.4	-20	-2	-11	.	-7	1	-0.2	-0.1
- COc1ccccc1NC(=O)C1=C(C)N(c2ccccc2)C(=S)NC1c1cccc(C(F)(F)F)c1 (stereo unspecified)
 : -2.0	-10	-19	1	-0.24	1	-2[fluorescence artefact?]	-1.4	-0.4
- NC(=O)[C@@H]1CCCN1Cc1nc(Cc2ccccc2Cl)no1
 : -0.2	-30	3	-9	.	15	-1	-0.1	0.0
- CN1CCN(CC(=O)NC2CCCCC2)CC1
 : -0.1	-45	-15	-19	.	-3	0	1.2	-1.1
- O=C(NC1(C(F)(F)F)NC(=O)N(C2CCCCC2)C1=O)C1CC1 (stereo unspecified)
 : -1.6	-3	-4	-6	0.82	.	1	0.0	1.0
- O=C(CSc1nc(O)c(Cc2ccccc2)c(=O)[nH]1)N1CCOCC1
 : 1.5	-15	0	-7	1.9	2	2	0.2	0.2
- O=C(O)c1[nH]c2ccc(Cl)cc2c1CC(=O)N1CCN(c2ccccc2)CC1
 : -0.1	-16	-5	-2	0.27	4	3	0.5	1.1
